# Bioassay records as filed in PubChem BioAssay.
# PrPC TRFRET – inhibitors of human cell surface prion protein PrPC | 370,000 compounds, 0.43% hits | inhibition, % at 13.8 µM | TR-FRET read-out; in the data active = inhibition above about 24%; also: 0% = median of the test wells and 100% = reference compound wells
# FadD28 binding – blocks FadD28 binding to the bisubstrate probe; fluorescence polarization; inhibition, % at 12.5 µM; 360,000 compounds, 0.22% hits; in the data active = inhibition above about 8.5%, passing the limit was not always enough; inconclusive = no clear call, values can overlap the other calls
# GDH-TPI inh – counter-screen for M. tuberculosis FBA inhibitors: GDH-TPI coupled enzymes | 360,000 compounds, 1.2% hits | AID 588335 | inhibition, % at 4.8 µM | GDH-TPI coupled enzyme counterscreen, NADH absorbance; in the data active = inhibition above about 30%;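 also: 0% = DMSO wells and 100% = wells lacking the enzyme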
# FBA Mtb inh – inhibitors of M. tuberculosis fructose-bisphosphate aldolase; P9WQA3; purified M. tuberculosis FBA, fluorescence read-out; inhibition, % at 1 µM; 360,000 compounds, 2.3% hits; in the data active = inhibition above about 27%;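 also: 0% = vehicle and 100% = reference inhibitor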
# Target sequence (P9WQA3 whole entry, looked up): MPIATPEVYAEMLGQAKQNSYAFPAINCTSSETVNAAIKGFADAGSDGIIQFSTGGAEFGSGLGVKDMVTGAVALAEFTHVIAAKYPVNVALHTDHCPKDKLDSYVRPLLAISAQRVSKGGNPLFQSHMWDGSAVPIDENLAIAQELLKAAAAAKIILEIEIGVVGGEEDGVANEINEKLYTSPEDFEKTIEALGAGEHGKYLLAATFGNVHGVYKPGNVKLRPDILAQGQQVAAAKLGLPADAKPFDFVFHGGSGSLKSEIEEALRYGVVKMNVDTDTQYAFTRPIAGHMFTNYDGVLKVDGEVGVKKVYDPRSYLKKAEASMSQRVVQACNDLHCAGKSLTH
# Mtb BioA inh – BioA (M. tuberculosis) enzyme inhibition | inhibition, % at 9.99 µM | 360,000 compounds, 0.096% hits | AID 602481 | purified M. tuberculosis BioA enzyme, plate reader; in the data active = inhibition above about 40%; inconclusive = no clear call, values can overlap the other calls
# MazEF act – increases E. coli MazEF RNase cleavage of RNA; FAM/BHQ RNA-DNA oligo cleavage fluorescence, 5 h; activation, % at 20 µM; 350,000 compounds, 0.32% hits; AID 504720; in the data active = activation above about 50%
# Target sequence (P0AE70 whole entry, looked up): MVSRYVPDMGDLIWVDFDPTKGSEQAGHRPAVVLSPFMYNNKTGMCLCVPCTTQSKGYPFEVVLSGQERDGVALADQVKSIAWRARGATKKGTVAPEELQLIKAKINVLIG
# BoNT-F LC inh – blocks Botulinum neurotoxin F light chain protease; Multiplex microsphere protease cleavage assay, flow cytometry; inhibition, % at 10 µM; 360,000 compounds, 0.22% hits; AID 588497; in the data active = inhibition above about 35%, passing the limit was not always enough; inconclusive = no clear call, values can overlap the other calls; also: plate controls were buffer without enzyme for full effect and enzyme alone for no effect
# Rv3671c inh – inhibits the M. tuberculosis serine protease Rv3671c; 320,000 compounds, 0.048% hits; P9WHR9; AID 2606; inhibition, % at 5.96 µM; in the data active = inhibition above about 38%;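 also: extracellular domain of Rv3671c used as enzyme; 0% = enzyme with DMSO and 100% = no enzyme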
# Mtb UGM inh – Mtb UDP-galactopyranose mutase inhibition. purified UGM, fluorescence polarization probe displacement. inhibition, % at 10 µM. 320,000 compounds, 0.06% hits. AID 504406; in the data active = inhibition above about 10%, passing the limit was not always enough; inconclusive = no clear call, values can overlap the other calls
# Target sequence (P9WIQ1 whole entry, looked up): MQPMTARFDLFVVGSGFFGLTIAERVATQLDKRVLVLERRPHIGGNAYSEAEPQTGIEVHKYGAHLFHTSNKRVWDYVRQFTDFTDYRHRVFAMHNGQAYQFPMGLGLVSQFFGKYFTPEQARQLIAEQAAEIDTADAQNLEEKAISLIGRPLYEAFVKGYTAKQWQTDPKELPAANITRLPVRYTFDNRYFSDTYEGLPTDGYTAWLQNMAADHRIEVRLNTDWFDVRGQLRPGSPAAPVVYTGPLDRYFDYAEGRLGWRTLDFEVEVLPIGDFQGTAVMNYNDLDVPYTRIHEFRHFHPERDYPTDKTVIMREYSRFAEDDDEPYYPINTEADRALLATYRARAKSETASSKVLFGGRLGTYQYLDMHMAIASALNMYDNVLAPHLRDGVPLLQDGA
# Active calls of the source: *; ? = inconclusive; . = not tested or not shown.
SMILES,PrPC TRFRET,FadD28 binding,GDH-TPI inh,FBA Mtb inh,Mtb BioA inh,MazEF act,BoNT-F LC inh,Rv3671c inh,Mtb UGM inh
O=C(NCC1CC1)c1cc([N+](=O)[O-])cc([N+](=O)[O-])c1,-64.0,-3.8,6.7,2.0,.,15.3,?,-5.9,0.2
Nc1nc(-c2ccccc2)c(CC(=O)O)s1,2.8,1.1,8.8,-0.3,-3.4,5.5,-1.7,.,.
Cc1ccc(-c2cc(C(=O)NCCN3CCOCC3)c3ccccc3n2)o1,-4.3,0.0,22.7,42.8*,-1.2,5.2,-8.4,-6.3,3.3
CCN1C[C@@H]2[C@@H]3C(=O)N(C)C(=O)[C@@H]3[C@](C)(C1=O)N2C(=O)c1ccc(F)cc1,4.6,-2.0,6.0,4.7,-0.6,1.7,-2.2,.,.
c1ccc2nc(N3CCOCC3)cnc2c1,-2.8,-2.4,0.3,2.6,-0.1,-1.5,4.8,-6.1,2.2
O=C(O)C1Cc2[nH]cnc2C(c2cccc([N+](=O)[O-])c2)N1 (stereo unspecified),-8.2,1.6,6.0,4.6,.,-22.1,-3.0,-3.4,0.6
O=C(OCc1ccccc1)N1CCC2CC1c1cc(-c3ccccc3)ccc12 (stereo unspecified),3.5,-3.8,6.6,-0.1,-0.6,3.5,-8.0,.,.
O=C(O)/C(=C\c1ccccc1OC(F)F)Sc1nnc(-c2ccc(F)cc2)o1,0.7,1.5,13.8,-0.5,-0.1,-4.1,0.4,-0.7,1.9
CC1CCN(C(=O)COc2ccc(Nc3ccccc3)cc2)CC1,-3.1,1.2,5.3,1.7,.,2.1,-5.0,4.3,1.6
Cc1ccc(-c2[nH]ncc2/C=N/n2c(C)nc3ccccc3c2=O)cc1,-4.2,-2.2,26.9,2.8,-1.5,10.2,?,-5.3,-2.6
O=C(NCc1ccco1)Nc1ccc(OC(F)(F)F)cc1,-1.0,-1.5,-7.3,0.4,1.2,4.6,?,2.1,-1.8
COc1cccc(C2=CC(=O)CC(C)(C)C2)c1,-4.0,-3.5,-2.6,4.4,0.0,-1.1,3.7,4.0,-1.2
COc1ccccc1-n1nc(C)c(-c2ccccc2)c1N,5.8,-3.2,-3.1,1.4,.,2.8,2.2,-13.1,-1.0
Cc1cc(C)c(OCCN(C)C)c(Cl)c1,2.9,-2.3,-6.3,0.5,.,3.8,-0.9,0.2,-1.9
CC1(C)NC(=O)N(CC(=O)OCC(=O)N2CCN(S(=O)(=O)c3ccccc3)CC2)C1=O,-4.7,-1.1,-1.4,0.1,-2.5,-1.8,7.0,.,.
O=S(=O)(c1ccccc1)c1nc(Nc2cccc(O)c2)sc1Cl,-4.2,-3.6,8.9,-3.2,3.2,6.6,-0.6,-3.8,-3.0
COc1ccc([C@H]2CC(=O)C=C(c3cc(C)ccc3F)C2)cc1,-1.5,-3.3,6.0,0.9,-1.8,-6.2,-3.1,1.1,0.5
COc1ccc(C2C(C#N)=C(N)Oc3cccc(O)c32)cc1 (stereo unspecified),-3.0,-2.8,11.1,1.2,-0.5,3.3,?,-5.0,0.5
Cc1ccccc1CSCCNC(=O)CCSc1ccccc1,2.2,-0.8,9.3,-1.8,0.2,-10.3,11.3,4.0,1.0
COc1ccc(CCN2CC34C=CC(O3)C(C(=O)NCc3ccccc3Cl)C4C2=O)cc1OC (stereo unspecified),1.7,-1.1,12.7,-7.8,0.6,-6.1,-6.5,-2.9,2.3
CN[C@H](C)C(=O)NC[C@H]1O[C@@H](n2cnc3c(N)ncnc32)[C@H](O)[C@@H]1O,.,-0.3,9.4,2.2,0.7,1.6,1.4,.,.
O=C(C1CC(=O)N(c2ccc3c(c2)OCCO3)C1)N1CCN(Cc2ccccc2F)CC1 (stereo unspecified),7.5,-2.8,4.6,-1.0,2.1,7.5,-2.2,-10.1,2.3
O=C(/C=C/c1ccc([N+](=O)[O-])cc1)NCc1ccc2c(c1)OCO2,-7.7,-0.6,2.2,-0.1,.,4.4,-1.4,-1.8,5.2
COc1cccc(CN(C)C(=O)CCNC(=O)c2ccc(Br)cc2)c1,-4.9,-0.3,2.0,4.5,0.7,-22.1,-1.8,-3.9,-1.9
CCOC(=O)N1CCN(c2cc(C)c([N+](=O)[O-])cc2F)CC1,4.1,-0.8,5.7,-3.9,1.8,4.9,3.5,-9.6,4.3
Cc1ccc(NC(=O)COC(=O)Cc2csc(-c3ccc(Cl)cc3)n2)cc1C,9.3,-3.0,-0.8,4.3,0.5,2.1,-14.6,-12.8,3.2
Cc1cc(C(=O)OCC(=O)Nc2ccccc2Cl)c(C)o1,4.8,-0.9,5.4,-3.8,-0.5,-0.4,-9.5,9.8,-2.3
CCOC(=O)c1nnn(-c2nonc2N)c1COc1ccccc1,2.6,-1.7,12.4,-2.8,.,-1.0,10.6,3.4,-0.1
Cc1[nH]nc2c1/C(=N/O)CC(c1ccccc1)C2 (stereo unspecified),-3.1,-0.8,-3.5,0.1,-0.2,1.6,-1.3,-8.4,1.1
CCn1c(N2CCN(C(=O)NC3CCCCC3)CC2)nc2ccccc21,-9.1,-2.8,4.1,-0.3,0.2,-4.3,19.9,-1.8,0.2
Cc1cccc(Cc2c(C)nc3c(C(=O)NCc4ccco4)cnn3c2C)c1,15.9,0.5,4.9,31.4*,19.0,-3.5,-0.7,-12.7,-2.1
O=C(c1cccc(S(=O)(=O)N2CCc3ccccc32)c1)N1CCCC(C(F)(F)F)C1 (stereo unspecified),5.8,-1.6,0.7,-0.4,.,0.3,-13.3,-4.7,0.8
Cc1ccc(C(CC(=O)NCCCN(C)C)c2ccc(OC(C)C)cc2)cc1 (stereo unspecified),-11.2,-0.9,10.3,-0.3,-1.1,9.4,?,3.9,-2.0
CC(=O)Nc1ccc(S(=O)(=O)NCc2ccc(C(=O)NCCN(C)Cc3ccccc3)cc2)cc1,-4.9,-2.9,18.6,3.6,1.6,.,8.1,.,.
COc1ccc(-c2cc3cc(OC)c(OC)cc3c(C)n2)cc1,3.0,-1.3,-5.3,47.0*,6.9,7.3,0.7,-3.3,-1.1
CC(C(=O)Nc1ccccc1C(=O)N1CCOCC1)N(c1ccc(Cl)cc1)S(C)(=O)=O (stereo unspecified),1.7,-0.9,8.8,0.5,0.5,9.6,-4.7,15.1,-1.8
COc1cc(C(=O)Nc2ccc(Cl)c([N+](=O)[O-])c2)cc(OC)c1OC,-3.6,-1.2,0.0,-0.9,.,-2.4,-6.5,-2.8,-1.7
C/C(CC(=O)Nc1ccc2c(c1)OCCO2)=N\NC(=O)COc1cccc(C)c1,-1.7,.,3.0,0.4,0.5,9.1,-1.9,1.7,-0.5
O=C([C@@H]1CCCN1C(=O)c1cccs1)N1CCN(S(=O)(=O)c2cccc(F)c2)CC1,-5.3,-2.3,-10.0,-3.5,1.1,-3.7,-2.4,-0.3,0.3
CC1(C)N=C(N)N=C(N)N1c1ccc(OCCCOc2ccccc2)c(Cl)c1,-5.7,-4.1,-12.0,1.1,0.1,10.5,9.5,3.0,0.9
CN(C)c1ccc([N+](=O)[O-])c([N+](=O)[O-])c1,-22.7,-0.8,16.1,-17.3,-1.7,9.4,5.0,.,.
CCNc1nnc(SCC(=O)N2c3ccccc3NC(=O)CC2C)s1 (stereo unspecified),-2.9,0.2,5.3,1.3,-0.7,0.7,-16.5,5.8,1.6
COC(=O)c1ccc2c(c1)N(Cc1ccccc1F)C(=O)c1ccccc1S2=O (stereo unspecified),4.6,-1.9,-0.7,5.4,0.3,3.0,-5.5,-3.8,1.3
Cc1ccc(C)n1-c1nnc(N2CCC(C(=O)NCCCN3CC(C)CC(C)C3)CC2)s1 (stereo unspecified),0.2,-0.2,-9.6,2.4,1.0,12.0,.,11.2,1.4
COc1ccccc1C(=O)NC(=O)CSc1nnc(SC)s1,-2.7,-3.2,1.8,0.7,-0.5,7.4,-6.4,4.6,-0.3
CCN(CC)C(=O)CSc1nnc(-n2nc(C)cc2C)c2ccccc12,-1.2,-2.9,-0.6,1.8,0.7,-3.2,5.8,-0.9,0.7
COc1cccc(CN2CCN(Cc3cc(OC)c(OC)c(OC)c3)CC2)c1OC,4.6,-2.2,4.2,2.4,-1.4,1.0,?,.,0.9
O=C1CC(/C=C/c2ccncc2)=Nc2ccccc2N1,-26.3,-1.9,3.5,-3.6,-0.2,7.7,-4.3,-6.7,1.4
COc1cnc(SCC(=O)O)[nH]c1=O,-0.2,-1.2,7.7,1.2,-0.4,-6.6,-2.1,-2.9,-0.4
CNC(=S)NN=C(C)CCCC(C)=NNC(=S)NC,7.6,-2.4,-4.3,-0.5,.,-2.2,-0.7,.,.
# New compounds follow:
SMILES,PrPC TRFRET,FadD28 binding,GDH-TPI inh,FBA Mtb inh,Mtb BioA inh,MazEF act,BoNT-F LC inh,Rv3671c inh,Mtb UGM inh
Cc1ccc2cc3cc(C(=O)NCCCN4CC(C)CC(C)C4)oc3nc2c1 (stereo unspecified),-32.3,-8.7,13.6,85.1*,-1.2,11.9,0.2,-8.8,0.2
O=C(CS(=O)(=O)Cc1ccccc1)N1CCc2ccccc21,-7.2,-0.7,5.5,-4.8,3.6,3.8,-4.0,-8.8,-1.2
CN(c1ccccc1)S(=O)(=O)c1cccc(NC(=O)CSc2nnc(N)s2)c1,17.4,-4.4,-4.4,-4.8,-1.1,-4.2,0.1,-9.8,-1.7
Cc1sc2nc(SCC(=O)c3cc(C)n(CC4CCCO4)c3C)n(C(C)C)c(=O)c2c1C (stereo unspecified),0.9,-3.0,6.6,-0.6,1.4,0.2,-5.7,2.5,-1.2
CN1CCC(=C(c2ccccc2)c2ccc(Br)cc2)CC1,-10.7,-5.0,-10.4,1.0,.,7.4,-6.6,3.6,-0.8
COc1ccc(CC(=O)Nc2ccc(/C(C)=N\NC(=O)c3ccc(Br)o3)cc2)cc1,5.5,-3.0,9.1,-1.7,2.1,-4.1,-16.3,.,.
CC(C(=O)NCC1CCCO1)n1cccc1C(=O)c1ccccc1 (stereo unspecified),7.5,-4.6,-7.7,0.4,1.9,1.0,0.2,-1.6,1.9
CN(Cc1ccccc1)c1nc(-c2cccc([N+](=O)[O-])c2)nc2ccccc12,-1.8,-3.2,4.7,-0.5,0.3,-2.5,-4.8,-4.3,.
CCOc1cc(/C=C\c2[nH]c(=O)[nH]c(=O)c2[N+](=O)[O-])ccc1OC(C)CC (stereo unspecified),-5.4,.,.,.,.,-10.4,.,-0.6,-0.7
CCCCn1c(N)c(N(CC)C(=O)c2cccc(OC)c2)c(=O)[nH]c1=O,-4.0,0.1,-4.9,1.1,.,1.5,-6.0,3.5,2.3
COc1cc(C(=O)c2ccccc2)c(OC)cc1C(=O)Nc1ccc(O)cc1,13.0,-3.5,0.0,-2.5,.,-0.8,4.4,-8.8,5.7
CCOc1ccccc1NC(=O)C(OC(=O)c1ccccc1NS(=O)(=O)c1cccs1)c1ccccc1 (stereo unspecified),13.6,-2.5,5.7,-2.7,.,-12.2,-0.8,-5.5,-0.2
COc1ccc(C(=O)Nc2ccc(Cn3ccnc3)cc2)cc1OC,13.2,-1.8,7.4,0.7,44.2*,7.1,?,0.1,0.1
O=C(CCn1nc(-c2ccccc2)c2ccccc2c1=O)N1CCN(c2ccccc2)CC1,5.0,-3.0,5.9,2.3,-3.8,-1.1,-7.2,4.2,1.3
O=C1/C(=C\c2ccccc2)CN(C(=O)CCN2CCCCC2)C/C1=C/c1ccccc1,-1.5,-4.6,19.0,-0.5,.,8.1,-11.0,.,.

# Given with values under each structure: entries from further up.
# Below each compound – PrPC TRFRET	FadD28 binding	GDH-TPI inh	FBA Mtb inh	Mtb BioA inh	MazEF act	BoNT-F LC inh	Rv3671c inh	Mtb UGM inh
- CN(Cc1ccccc1)c1nc(-c2cccc([N+](=O)[O-])c2)nc2ccccc12
 : -1.8	-3.2	4.7	-0.5	0.3	-2.5	-4.8	-4.3	.
- CCOc1cc(/C=C\c2[nH]c(=O)[nH]c(=O)c2[N+](=O)[O-])ccc1OC(C)CC (stereo unspecified)
 : -5.4	.	.	.	.	-10.4	.	-0.6	-0.7
- CCCCn1c(N)c(N(CC)C(=O)c2cccc(OC)c2)c(=O)[nH]c1=O
 : -4.0	0.1	-4.9	1.1	.	1.5	-6.0	3.5	2.3
- COc1cc(C(=O)c2ccccc2)c(OC)cc1C(=O)Nc1ccc(O)cc1
 : 13.0	-3.5	0.0	-2.5	.	-0.8	4.4	-8.8	5.7
